LAP4-GFP MLPCN: modulators of LAP4-GFP expression in yeast, primary screen, S. cerevisiae, multiplex flow cytometry, MLPCN library | 3 h; median GFP as percent of DMSO wells | GFP response vs DMSO, % at 10 µM | 320,000 compounds, 0.34% hits;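 active = GFP response vs DMSO above a set limit, about the screen mean plus 3 SD, cut at about 150% in these data; inconclusive = under 70 cell events counted for the yeast strain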
proCasp7 act: procaspase-7 activators, primary screen, counter-screen for procaspase-3 activator project, biochemical, absorbance, HTS, human. Caspase-7 (Homo sapiens), P55210. recombinant procaspase-7, Ac-DEVD-pNA absorbance 405 nm; D23A/D198A/D206A triple mutant, cannot self-cleave; scale: DMSO 0, 5 µM enzyme 100. activation, % at 8.5 µM. 330,000 compounds, 0.093% hits. AID 463210, 2010;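 active = percent activation above the screen-wide mean plus 3 SD, cut at about 25% in these data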
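Assay system: Uncleavable procaspase-7 mutant enzyme / Input: 2 µM procaspase-7 mutant as dispensed / Dosing: single nominal 8.5 µM compound dose, 0.8% DMSO final / Timing: 1 h enzyme–compound preincubation and 2 h substrate reaction, both 25 °C / Detection: p-Nitroaniline absorbance at 405 nm, read at 0 and 120 min / Replication: singlicate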
MEP2-GFP yeast: modulators of MEP2-GFP levels in yeast, primary screen, S. cerevisiae, multiplex flow cytometry, MLPCN library; S. cerevisiae MEP2-GFP strain, 3 h; 100% = DMSO control level; GFP response vs DMSO, % at 10 µM; 330,000 compounds, 0.51% hits;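 active = GFP response versus DMSO above a set limit, roughly screen mean plus 3 SD, cut at about 180% in these data; inconclusive = fewer than 70 cells counted for a yeast strain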;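 also: median GFP fluorescence of the barcode-gated MEP2-GFP cells per well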
Yeast superoxide: reduction of superoxide in aged yeast, primary screen, HTS. S. cerevisiae aged cells, superoxide DHE fluorescence; hits give low values. superoxide response (% of plate mean), % at 10 µM. 330,000 compounds, 0.18% hits. AID 2690, 2010;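 active = superoxide response under a set limit, about three screen SD below normal, cut at about 65% in these data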;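 also: yeast aged for seven days with compound at 30 °C before DHE staining; 100% = average MFI of all compound-treated wells on the plate with controls excluded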
AHR act: AHR activators, primary screen, cell-based, luminescence, luciferase reporter, human | Aryl hydrocarbon receptor (Homo sapiens), P35869 | AHR-responsive luciferase reporter cells | activation, % at 5 µM | 320,000 compounds, 2.5% hits | AID 2796, 2010; in the data active = activation above about 47%;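 also: 0% = vehicle wells and 100% = reference agonist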
Target sequence (P35869 whole entry, looked up): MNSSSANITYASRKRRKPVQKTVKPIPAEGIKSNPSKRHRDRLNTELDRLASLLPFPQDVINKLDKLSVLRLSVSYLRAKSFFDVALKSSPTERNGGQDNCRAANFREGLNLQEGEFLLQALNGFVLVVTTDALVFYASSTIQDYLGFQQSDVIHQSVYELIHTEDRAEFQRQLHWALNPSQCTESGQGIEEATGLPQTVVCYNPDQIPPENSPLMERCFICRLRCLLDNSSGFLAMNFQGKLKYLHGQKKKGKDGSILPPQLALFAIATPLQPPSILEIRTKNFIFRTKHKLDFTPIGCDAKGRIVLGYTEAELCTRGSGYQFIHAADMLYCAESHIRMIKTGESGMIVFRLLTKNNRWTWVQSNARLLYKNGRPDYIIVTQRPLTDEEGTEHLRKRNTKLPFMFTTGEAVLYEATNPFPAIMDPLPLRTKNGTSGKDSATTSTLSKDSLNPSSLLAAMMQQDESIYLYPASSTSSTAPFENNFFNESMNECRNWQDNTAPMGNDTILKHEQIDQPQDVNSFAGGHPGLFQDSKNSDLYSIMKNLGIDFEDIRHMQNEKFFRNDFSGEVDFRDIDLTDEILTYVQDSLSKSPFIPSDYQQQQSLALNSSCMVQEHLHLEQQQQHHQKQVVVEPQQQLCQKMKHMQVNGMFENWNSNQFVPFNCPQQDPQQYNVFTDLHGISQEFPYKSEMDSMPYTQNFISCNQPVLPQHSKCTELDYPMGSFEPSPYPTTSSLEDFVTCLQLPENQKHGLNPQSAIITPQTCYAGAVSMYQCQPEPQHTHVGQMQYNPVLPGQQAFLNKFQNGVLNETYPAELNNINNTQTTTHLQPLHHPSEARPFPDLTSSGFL
JMJD2C inh: inhibitors of GASC-1 histone demethylase, primary screen, biochemical, fluorescence, DELFIA europium; Lysine-specific demethylase 4C (Homo sapiens), Q9H3R0; GST-JMJD2C(1-420) H3K9me3 demethylation; inhibition, % at 2.35 µM; 330,000 compounds, 0.069% hits; AID 2099, 2009;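 active = more than half of a compound's replicate wells show inhibition beyond 50%, single wells judged on their own value; inconclusive = some, but no more than half, of replicates pass 50% inhibition; inactive = no replicate passes 50% inhibition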;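 also: signal counts dimethyl H3K9 product captured on neutravidin plate; 0% = median of DMSO wells and 100% = 0.3 times that DMSO median; strong numbers were not always called active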
proCasp3 act: activators of human procaspase-3 D3A mutant, primary screen, biochemical, absorbance, PC-3 D3A mutant, single concentration | 330,000 compounds, 0.11% hits | recombinant procaspase-3 D3A, Ac-DEVD-pNA absorbance 405 nm | AID 463141, 2010 | activation, % at 8.5 µM;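 active = activation above the mean of all tested compounds plus 3 SD, cut at about 21% in these data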;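 also: 0% = DMSO alone and 100% = DMSO wells spiked with extra 5 µM PC-3 D3A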
Target sequence (P42574 whole entry D9A/D28A/D175A): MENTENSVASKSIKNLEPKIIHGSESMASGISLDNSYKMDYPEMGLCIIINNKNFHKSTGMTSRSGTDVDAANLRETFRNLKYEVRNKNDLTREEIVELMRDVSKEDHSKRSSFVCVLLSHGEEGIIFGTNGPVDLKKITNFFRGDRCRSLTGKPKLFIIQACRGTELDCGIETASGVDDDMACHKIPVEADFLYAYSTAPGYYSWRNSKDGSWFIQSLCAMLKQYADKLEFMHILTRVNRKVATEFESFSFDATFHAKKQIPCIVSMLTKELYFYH
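Test system: Procaspase-3 D3A mutant, all three cleavage aspartates alanine | Dosing: Single dose, 8.5 µM nominal compound, 0.8% DMSO | Schedule: 1 h preincubation, 2 h reaction | Technique: 405 nm absorbance of p-nitroaniline, reads at 0 and 120 min | Repeats: One well per compound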
RPL19A-GFP yeast: RPL19A-GFP expression modulators in yeast, primary screen, cell-based, S. cerevisiae, multiplex flow cytometry, MLPCN; S. cerevisiae RPL19A-GFP strain, 3 h; hits give low values; percent response vs DMSO, % at 10 µM; AID 2025, 2009; 330,000 compounds, 0.3% hits;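 active = percent response vs DMSO below 50%; inconclusive = fewer than 70 events counted for the yeast strain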;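 also: median channel GFP fluorescence of the barcoded RPL19A-GFP strain; ratio of sample median GFP to plate DMSO average so 100% = DMSO; lower means less RPL19A-GFP as with rapamycin TOR inhibition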
Numbers without * were called inactive; ? = inconclusive; . = no result given; & = joins results of further samples.

SMILES	LAP4-GFP MLPCN	proCasp7 act	MEP2-GFP yeast	Yeast superoxide	AHR act	JMJD2C inh	proCasp3 act	RPL19A-GFP yeast
O=c1[nH]c(SCCOc2cccc3ccccc23)nc2ccccc12	98.4	10.3	98.1	96.0	16.6	10.2	-0.2	99.4
COc1cc(C(F)(F)F)c(C(=O)N(C)Cc2cccc(Cl)c2)cn1	97.8	1.3	95.6	92.2	-2.7	-7.3	-5.9	94.1
O=[N+]([O-])c1ccc(N2CCSCC2)cc1	94.4	-9.8	94.7	112.1	-0.3	11.2	-6.7	92.3
CCOC(=O)c1ccc2[nH]c(C)c(CCC(C)=O)c(=O)c2c1	94.2	8.4	97.9	122.4	2.5	-2.0	4.9	97.5
O=[N+]([O-])c1ccc(P(=O)(Cc2ccccc2)c2ccccc2O)cc1 (stereo not drawn)	101.4	6.5	103.5	116.7	0.2	79.5	1.6	104.8
CCCCCCS(=O)Cc1ccccc1 (stereo not drawn)	106.0	1.2	109.0	90.0	-3.3	24.1	1.4	105.1
Cc1cc(-c2nn(C)c(=O)c3ccccc23)cc(C)c1O	.	2.5	122.2	100.2	7.2	-8.1	-13.3	87.8
O=C(O)c1cc(-c2ccccc2)n(-c2ccccc2)n1	95.9	2.8	97.9	99.9	0.1	8.1	11.0	93.2
OCC(CO)(CO)NCC(O)CN1c2ccccc2Sc2ccccc21 (stereo not drawn)	88.0	0.9	91.1	101.4	0.0	2.0	-2.7	97.6
COc1ccc(C(=O)NC2CC2)cc1OC1CCN(Cc2ccccc2F)CC1	98.7	8.6	114.1	124.6	3.6	48.2	5.1	102.8
CC(C(O)c1ccc(O)cc1)N1CCC(Cc2ccccc2)CC1 (stereo not drawn)	99.5&105.0&94.9	2.7&-1.9&2.5	107.9&100.4&103.4	104.4&107.2&87.9	-1.4&7.5&11.9	9.1&-43.7	8.5&3.6&-3.5	106.5&104.5&94.3
COc1cccc(NC(=O)N2CCC(NC(=O)C(Cc3cccc(C)c3)NC(C)=O)CC2)c1 (stereo not drawn)	95.2	-6.4	102.1	121.0	0.5	45.4	2.6	105.7
O=C(NCCCl)NNc1c(Cl)cc(Cl)cc1Cl	103.1	1.6	98.1	106.0	2.2	4.3	-6.2	96.9
CC(C)Cn1c(N)c(C(=O)COC(=O)c2cc(-c3ccccc3)nc3ccccc23)c(=O)n(C)c1=O	105.5	9.3	94.9	99.6	5.8	2.2	8.2	105.3
COc1ccccc1OCC(=O)Nc1nc(C)c(C)s1	107.2	-7.6	102.3	107.5	8.9	-8.1	1.7	104.1
Cc1ccc(Oc2coc3cc(OC(=O)c4cccs4)ccc3c2=O)cc1	88.0	6.6	93.8	98.2	5.1	9.8	-4.9	96.9
COc1ccc(C(=O)OCCCOC(=O)c2ccc(OC)cc2OC)c(OC)c1	107.4	14.3	108.7	94.2	-2.2	1.4	-3.4	101.9
Cc1ccc(S(=O)(=O)N2CCN(C(=O)CSc3nc(N)cc(=O)[nH]3)CC2)c(C)c1	100.1	3.1	101.9	110.4	-1.3	-14.7	-0.5	99.1
O=C(c1ccccc1)N(Cc1ccco1)C1CCS(=O)(=O)C1 (stereo not drawn)	94.3	4.2	102.8	104.3	-0.3	-1.1	-2.5	99.7
CC1CCCC(C)N1C(=O)Cn1cnc2cc([N+](=O)[O-])ccc2c1=O (stereo not drawn)	104.3	2.7	100.7	104.5	2.6	-9.0	9.5	103.1
COc1ccccc1CCNC(=O)COc1cccc2c1OC(C)(C)C2	104.5	6.0	104.0	100.8	15.3	2.3	-4.0	92.9
CCCCNC(=O)C(=O)NCC1CCCN1S(=O)(=O)c1cccs1 (stereo not drawn)	91.8	0.1	95.5	105.0	-0.1	?	-2.3	85.2
O=C(Nc1ccccc1)c1ccc2ccccc2n1	90.5	2.8	94.0	86.8	42.9	-0.1	5.2	98.0
CN1CCN(C(=O)c2ccc3c(c2)N(Cc2cccc(Cl)c2)C(=O)c2ccccc2S3=O)CC1 (stereo not drawn)	100.2	-4.5	96.6	89.2	0.7	1.1	2.9	98.3
CCCCCOc1ccc(C(=O)OCC(=O)Nc2cc(C)c(C)cc2[N+](=O)[O-])cc1	94.6	-8.1	112.5	95.5	-2.7	2.7	-3.6	102.3
COc1cc2ncnc(NCc3ccccc3F)c2cc1OC	93.8	-1.8	103.7	118.5	10.8	-1.4	8.2	101.9
Cc1cc(Cl)c(S(=O)(=O)N2CCN(c3ccccn3)CC2)cc1OCC(N)=O	105.5	5.2	100.6	93.8	5.1	5.8	-1.5	112.9
Cc1c(Br)cc(-c2nnco2)cc1Br	87.0	-3.0	97.0	118.7	-3.7	-7.8	7.0	101.2
O=S(=O)(CCSc1ccc(C(F)(F)F)cn1)c1ccccc1	107.5	-1.1	99.6	102.5	-4.0	-0.8	4.0	100.5
COc1ccc(S(=O)(=O)Nc2cccc(C)c2C)c2cccnc12	104.2	-4.2	101.3	91.2	1.1	-9.1	1.6	103.5
O=C(Nc1nc(-c2ccc(F)cc2)cs1)c1ccc(N2C(=O)CCC2=O)cc1	97.5	3.9	98.2	100.6	24.5	6.8	-0.3	96.9
Cc1ccc(S(=O)(=O)N2CC(C)N(C(=O)N3CCOCC3)C2)cc1 (stereo not drawn)	104.8	-2.0	116.1	98.6	-1.4	-5.7	8.7	106.8
Cc1cc(C)cc(-n2nnnc2SCC(=O)Nc2nc(-c3ccc(Cl)cc3)cs2)c1	106.3	12.8	100.3	124.3	-1.5	22.3	-8.5	99.0
CCOc1ccc(CC(=O)N/N=C/c2cccnc2)cc1	106.8	4.1	119.9	109.0	2.2	.	4.8	108.0
COc1ccc(C(=O)C2CCCN(C(=O)c3ccc(CSC)o3)C2)cc1F (stereo not drawn)	78.2	-3.1	94.2	103.5	4.2	3.4	3.5	99.4
CCOc1ccc(C(=O)N2CCN(c3ccccc3)CC2)cc1OCC	111.2	0.3	98.5	87.3	1.7	1.5	3.5	97.6
CCOc1ccc(C(c2c(O)nc(SC)n(C)c2=O)c2c(O)nc(SC)n(C)c2=O)cc1	93.0	13.1	100.0	82.3	0.1	-4.3	1.7	100.5
CC1CCCC(C)N1/N=C/c1ccc(O)c(O)c1 (stereo not drawn)	101.0	4.8	102.4	89.4	-1.0	3.8	-0.7	102.3
N=c1n(CC(=O)c2ccc([N+](=O)[O-])cc2)c2ccccc2n1Cc1ccc(Cl)cc1	106.1	-5.1	107.8	97.8	2.1	12.2	-3.9	102.3
CN(C)c1ccc(-c2nnc(SCC3CCCO3)n2C)cc1 (stereo not drawn)	?	3.0	?	101.7	6.4	2.3	-1.8	?

In the list so far, 2 contain a furan ring, fused or not:
SMILES	LAP4-GFP MLPCN	proCasp7 act	MEP2-GFP yeast	Yeast superoxide	AHR act	JMJD2C inh	proCasp3 act	RPL19A-GFP yeast
O=C(c1ccccc1)N(Cc1ccco1)C1CCS(=O)(=O)C1 (stereo not drawn)	94.3	4.2	102.8	104.3	-0.3	-1.1	-2.5	99.7
COc1ccc(C(=O)C2CCCN(C(=O)c3ccc(CSC)o3)C2)cc1F (stereo not drawn)	78.2	-3.1	94.2	103.5	4.2	3.4	3.5	99.4

Additional compounds follow.
SMILES	LAP4-GFP MLPCN	proCasp7 act	MEP2-GFP yeast	Yeast superoxide	AHR act	JMJD2C inh	proCasp3 act	RPL19A-GFP yeast
CCS(=O)(=O)N1Cc2ccccc2CC1C(=O)NC(C)C12CC3CC(CC(C3)C1)C2 (stereo not drawn)	80.0	6.4	77.7	95.3	0.7	25.2	-3.6	94.1
CC(=O)Nc1ccc(S(=O)(=O)Nc2nc(CN3CCOCC3)nc3sc4c(c23)CCCC4)cc1	96.5	-2.2	106.6	96.3	0.6	-1.3	10.6	94.0
C[C@H]1CCC[C@]2(O[C@@H](CCO)C[C@H](O)[C@H]2O)O1	104.5	0.7	88.8	98.5	1.1	2.6	-6.3	97.5
COC(=O)C1C(=O)C2=C(CC1C)NC(C)=C(C(=O)OCCOc1ccccc1)C2c1ccc(C)o1 (stereo not drawn)	101.2	-4.3	105.3	93.4	3.8	-23.7	-5.3	100.7
CCC(C(=O)NCc1ccco1)N(C(=O)CNS(=O)(=O)c1ccc(C)cc1)c1ccccc1F (stereo not drawn)	94.0	-0.3	107.6	85.3	5.5	2.3	6.8	102.3
CN(Cc1nccs1)C(=O)C1CCC(=O)N(CCc2cccc(F)c2)C1 (stereo not drawn)	87.3	0.5	101.7	103.3	0.5	78.6	0.9	110.2
CCOc1cccc(CN2CCCC(C(=O)Nc3cccc(-n4cccn4)c3)C2)c1 (stereo not drawn)	98.3	13.5	95.9	90.2	22.2	4.5	-5.2	96.5
Cc1cc(Nc2ccccc2C(=O)O)nc2nc3ccccc3c(=O)n12	98.9	1.8	95.6	102.1	3.7	2.6	-0.4	94.5
O=C(Cn1c(=O)n(CCCC(=O)NC2CCCC2)c(=O)c2ccccc21)NCCC1=CCCCC1	99.1	3.8	101.3	97.8	4.0	-5.0	11.8	.
O=C(c1nc2ccccc2s1)N1CCSCC1	92.8	-4.8	86.7	92.6	6.4	-6.2	-4.0	92.3
Cc1ccccc1CSCC(=O)c1c(N)n(CC(C)C)c(=O)n(C)c1=O	108.3	10.5	99.3	110.9	-3.1	2.6	-3.8	102.2
COc1ccc(-c2n[nH]c(=S)n2-c2ccc3c(c2)OCCO3)cc1	93.1	-7.8	98.0	71.4	4.4	14.0	-7.0	98.7
CC1=C(C(=O)Nc2nc3ccccc3s2)C(c2ccco2)C(C#N)=C(SCC(=O)NC2CCCCC2)N1 (stereo not drawn)	97.5	14.7	112.1	87.4	2.4	-0.2	11.4	110.7
Cc1ccc(OC(=S)Nc2ccccc2)c(C)c1	110.1	-4.7	106.2	95.3	6.5	0.0	7.0	103.7
CC(C)CCN1CCN(Cc2cccn2-c2nccs2)CC1CCO (stereo not drawn)	102.8	-7.7	98.0	114.3	2.4	1.0	1.8	101.1
Cc1cc(C)c(NC(=O)CSc2nc3ccncc3[nH]2)c(C)c1	94.9	-17.9	89.9	100.5	1.3	-3.5	3.9	95.8
CCCn1c(NC(=O)C2CCN(C(=O)c3ccc(F)cc3)CC2)nc2ccccc21	88.4	8.0	96.7	113.4	-1.2	-19.0	3.6	78.4
Cc1cc(NS(=O)(=O)c2ccc(NC(=S)NC(=O)c3cccnc3)cc2)no1	102.9	-6.3	101.9	97.4	2.5	5.7	-3.1	103.9
CCCc1[nH]nc2c1C1(CCOC1C)C(C#N)=C(N)O2 (stereo not drawn)	.	9.9	95.7	105.8	3.0	-3.1	8.4	103.8
CCCCN1CC[C@H]2C=CC[C@@H](C(=O)N3CCN(c4ccccc4)CC3)[C@H]2C1=O	94.4	-14.4	99.5	106.5	2.3	-9.7	2.8	98.9

From PubChem
